MBD2 DNA inh – blocks human MBD2 binding to methylated DNA. TR-FRET, MBD2 binding to methylated oligonucleotide. Q9UBB5. inhibition, % at 4.4 µM. hit rate 0.31% among 370,000; in the data active means inhibition above about 13%
TCR-CD3 inh – blocks the human TCR-CD3 interaction. inhibition, % at 9.4 µM. TAMRA-labeled TCR probe fluorescence, biochemical. AID 651800. hit rate 0.37% among 360,000; in the data active means inhibition above about 19%;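 further: recombinant mutant TCR 2C K166C tagged with TAMRA read by polarization; 0% = receptor in buffer alone and 100% = receptor with positive control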
UHRF1 binding – blocks human UHRF1 binding to methylated DNA | Q96T88 | UHRF1 binding to methylated oligo, TR-FRET | inhibition, % at 4.4 µM | hit rate 0.75% among 370,000 | AID 687016; in the data active means inhibition above about 21%;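 further: UHRF1 SRA domain binding a hemimethylated CpG hairpin DNA probe; 0% = median of test compound wells and 100% = reference inhibitor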
Target sequence (Q96T88 whole entry, looked up, the tested form may be a part): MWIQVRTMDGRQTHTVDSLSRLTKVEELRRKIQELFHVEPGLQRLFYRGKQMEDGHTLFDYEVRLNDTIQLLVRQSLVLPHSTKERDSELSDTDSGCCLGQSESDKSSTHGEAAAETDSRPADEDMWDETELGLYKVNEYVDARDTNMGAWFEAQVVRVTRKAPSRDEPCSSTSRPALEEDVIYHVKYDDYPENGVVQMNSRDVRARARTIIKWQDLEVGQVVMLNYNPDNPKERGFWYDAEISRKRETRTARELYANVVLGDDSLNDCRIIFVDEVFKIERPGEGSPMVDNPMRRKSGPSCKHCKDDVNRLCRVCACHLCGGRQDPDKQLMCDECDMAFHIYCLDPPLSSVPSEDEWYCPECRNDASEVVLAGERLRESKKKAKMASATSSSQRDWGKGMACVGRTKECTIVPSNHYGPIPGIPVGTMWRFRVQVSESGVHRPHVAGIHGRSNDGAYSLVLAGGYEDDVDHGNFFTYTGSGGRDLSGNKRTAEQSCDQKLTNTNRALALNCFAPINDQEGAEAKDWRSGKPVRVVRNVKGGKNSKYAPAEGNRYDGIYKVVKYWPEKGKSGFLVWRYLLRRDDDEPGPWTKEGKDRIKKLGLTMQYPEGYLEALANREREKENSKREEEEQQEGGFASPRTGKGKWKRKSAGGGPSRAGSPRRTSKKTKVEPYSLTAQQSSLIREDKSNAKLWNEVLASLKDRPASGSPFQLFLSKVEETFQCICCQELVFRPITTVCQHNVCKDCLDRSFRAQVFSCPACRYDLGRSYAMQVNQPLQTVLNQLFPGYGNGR
PRMT1 inh – blocks human protein arginine methyltransferase 1; Q99873; recombinant PRMT1, activity-based probe fluorescence polarization; inhibition, % at 2.79 µM; hit rate 1.3% among 370,000; AID 652257;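 active means inhibition above about 21% made by adding two undisclosed values, limit read from the data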
Tn7 DDE FP – DD(E)-Tn7 binding inhibition, primary FP screen. FP displacement of FITC-Tn7 peptide from fibrin DD(E); 0% = median of compound wells per plate. inhibition, % at 8.3 µM. hit rate 0.13% among 370,000;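 active means inhibition above the mean of compounds falling within the control limits plus 3 SD of them, cut at about 14% in these data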;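 further: 0% = plate median of compound wells and 100% = 10 µM Aha-Tn7 peptide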
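Assay system: human fibrin DD(E). Input: DD(E) 2 µM final. Medium: Tris buffer with calcium and detergent, pH 7.8. Compound dosing: single point at 8.3 µM. Timing: 10 min plus 3 h, room temperature. Technique: fluorescence polarization of the labelled Tn7 tracer. Read-out: percent inhibition. Replicates: singlicate testing.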
proKLK7 act – proKLK7 (human) activation, primary screen; purified proKLK7, EDANS-DABCYL substrate fluorescence; 100% is mature enzyme control, 0% vehicle; hit rate 0.9% among 370,000; activation, % at 7 µM;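 active means activation above the mean of all tested compounds plus 3 SD, computed per campaign excluding outliers beyond control limits, cut at about 13% in these data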
Target sequence (P49862 whole entry, looked up): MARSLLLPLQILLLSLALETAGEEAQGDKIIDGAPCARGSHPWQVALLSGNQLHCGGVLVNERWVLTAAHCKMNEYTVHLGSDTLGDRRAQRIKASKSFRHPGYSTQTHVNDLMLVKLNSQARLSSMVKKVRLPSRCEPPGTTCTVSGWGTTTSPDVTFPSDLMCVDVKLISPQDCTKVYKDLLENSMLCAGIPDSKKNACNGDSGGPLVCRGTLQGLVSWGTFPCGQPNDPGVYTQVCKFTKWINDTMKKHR
LEDGF integ inh – blocks HIV-1 LEDGF/p75-dependent DNA integration | TR-FRET IN-LEDGF/p75 DNA integration, Eu/Cy5 | inhibition, % at 3.7 µM | hit rate 0.64% among 370,000;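 active means inhibition above the screen-wide mean plus 3 SD, cut at about 13% in these data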;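 further: signal is the Cy5 over europium emission ratio at 671 and 618 nm; 0% = plate median of compound wells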
DDE Tn6 FP inh – DD(E)-Tn6 binding inhibition, primary FP screen. inhibition, % at 8.3 µM. AID 720509. P02675. Fibrin DD(E) TRITC-Tn6 fluorescence polarization displacement. hit rate 0.21% among 370,000;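 active means inhibition above a per-campaign cutoff: mean of compounds within control limits plus 3 SD, cut at about 15% in these data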;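 further: 0% = median of all compound wells on the plate and 100% = blocking peptide control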
SIAE primary – inhibitors of human sialic acid acetylesterase SIAE; Q9HAT2; hit rate 0.69% among 370,000; SIAE FP-Rh probe binding, fluorescence polarization; inhibition, % at 9.66 µM;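 active means inhibition above a cutoff: mean of compounds within the control limits plus 3 SD of those, cut at about 17% in these data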;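 further: 0% = plate median of compound wells and 100% = probe without SIAE protein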
TDP2 inh – blocks human TDP2 phosphodiesterase activity. inhibition, % at 12.8 µM. AID 720702. hit rate 0.34% among 370,000. recombinant TDP2, T5PNP hydrolysis, p-nitrophenol absorbance 415 nm. O95551;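 active means inhibition above the mean of all tested compounds plus 3 SD, set per campaign, cut at about 25% in these data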;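 further: 0% = DMSO with enzyme and 100% = buffer with substrate but no TDP2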
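Incubation: 2 h at 37 °C; Test system: recombinant human TDP2; Quantity: enzyme 120 nM; Read-out basis: percent inhibition; Medium: 50 mM Tris-HCl pH 7.5 with Mg2+, KCl, DTT, BSA; Repeats: single replicate; Compound: 12.8 µM single point, 1% DMSO; Signal: epi absorbance; Reagent: 5 mM T5PNP chromogenic substrate; Benchmarks: no-enzyme high, DMSO-plus-enzyme low.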
The depositor's hits bear a star.

#1 COc1cc(C(O)c2nc(-c3cccs3)cs2)ccc1F (stereo not given)
#2 COc1ccc(NC(=O)N2CCC(n3cnc4ccccc43)CC2)cc1
#3 COC(=O)c1c(NC(=O)C2=COCCO2)sc(C)c1C
#4 Cc1ccc(NC(=S)N(CCCN2CCOCC2)Cc2ccccn2)cc1Cl
#5 CCC(C)(C)C1CCc2[nH]nc(C(=O)NC3CCCC3)c2C1 (stereo not given)
#6 COc1cc(CCC(=O)OCC(=O)Nc2cccc(S(=O)(=O)N(C)C)c2)cc(OC)c1OC

assay / compound	1	2	3	4	5	6
MBD2 DNA inh	-1	-1	-3	3	-4	3
TCR-CD3 inh	3	-5	-10	-4	8	-4
UHRF1 binding	0	13	-1	1	-1	2
PRMT1 inh	-1	-2	-2	1	-1	1
Tn7 DDE FP	3	-3	2	-6	-1	9
proKLK7 act	-1.0	0.1	-0.3	-0.3	-0.9	-0.2
LEDGF integ inh	0	3	-1	0	1	-2
DDE Tn6 FP inh	7	5	7	6	1	2
SIAE primary	-4	0	2	-4	5	3
TDP2 inh	3	-15	18	3	-17	-1

#7 O=C(Nc1cccc(C(=O)N2CCCC2)c1)C1CCCC1
#8 Cc1ccc([N+](=O)[O-])cc1S(=O)(=O)Nc1ccc(-c2ccc(N3CCOCC3)nn2)cc1
#9 CC(=O)c1c(C)oc2ccc(N(C(C)=O)S(=O)(=O)c3ccc(F)cc3C)cc12
#10 COc1cc2ccccc2cc1C(=O)N1CCN(C)CC1
#11 CC(=O)n1cc([C@H]2C=C(C(=O)N3CCN(Cc4ccc5c(c4)OCO5)CC3)O[C@@H](OCc3ccc(CO)cc3)C2)c2ccccc21
#12 O=C(COc1ccc(S(=O)(=O)N2CCOCC2)cc1)NCCN1CCOCC1

assay / compound	7	8	9	10	11	12
MBD2 DNA inh	3	-2	1	-5	1	-5
TCR-CD3 inh	-4	-3	-2	-2	-5	4
UHRF1 binding	-1	1	0	2	-1	0
PRMT1 inh	6	5	0	0	-2	1
Tn7 DDE FP	8	-6	-3	-1	-5	5
proKLK7 act	-0.1	0.4	0.6	1.3	1.4	-0.2
LEDGF integ inh	-5	3	-3	-1	-3	-2
DDE Tn6 FP inh	7	-4	6	3	0	-4
SIAE primary	0	4	6	3	-6	0
TDP2 inh	-3	6	-1	7	-7	-9

#13 CCOC(=O)c1nn(-c2ccc(C)cc2)c(=O)cc1OCC(=O)Nc1cc(C)ccc1OC
#14 Cc1nc(SCC(=O)N(C)C2CCS(=O)(=O)C2)c(C#N)c(C)c1C (stereo not given)
#15 CC(C)Nc1nc(Cl)nc(N(C#N)CN2C(=O)c3ccccc3S2(=O)=O)n1
#16 O=C(COc1ccc(Cl)cc1Br)N1CCN(S(=O)(=O)c2ccccc2)CC1
#17 O=C(NCCCN1CCCC1=O)c1ccc(OCc2ccccc2)cc1
#18 CCc1cc2c(CN3CCN(CC)CC3)cc(=O)oc2cc1O

assay / compound	13	14	15	16	17	18
MBD2 DNA inh	-4	0	1	0	-4	0
TCR-CD3 inh	7	1	8	8	2	0
UHRF1 binding	-1	2	0	3	2	-3
PRMT1 inh	-1	3	0	-6	-1	-3
Tn7 DDE FP	-2	5	-7	-1	1	-2
proKLK7 act	0.0	-0.1	-0.2	-0.2	-0.2	71*
LEDGF integ inh	2	-1	5	4	3	3
DDE Tn6 FP inh	3	-5	8	-6	-1	-9
SIAE primary	9	-3	0	-5	1	2
TDP2 inh	-1	-2	1	3	3	-4

#19 O=C(N/C(=C\c1ccco1)C(=O)N1CCCC1)c1cccs1
#20 Nc1cnccc1C(=O)O
#21 O=C(CNC(=O)c1cccs1)Nc1ccc(N2CCOCC2)cc1
#22 Cc1ccc(-n2ncc3c2CC(C)(C)CC3NC(=O)CCc2ccc(=O)[nH]n2)cc1 (stereo not given)
#23 CC1(C(=O)Nc2cnc3ccccc3c2)CCN1Cc1ccc2c(c1)OCCO2 (stereo not given)
#24 Cc1cc(Nc2ccccc2Cl)nc(-c2ccccc2O)n1

assay / compound	19	20	21	22	23	24
MBD2 DNA inh	0	-3	0	2	-6	-1
TCR-CD3 inh	1	65*	-7	-3	2	-7
UHRF1 binding	-8	-5	-2	3	-1	0
PRMT1 inh	11	71*	-4	4	0	6
Tn7 DDE FP	3	14*	6	-1	1	-4
proKLK7 act	0.5	6.4	-0.2	-0.3	0.0	-13
LEDGF integ inh	-5	0	1	-1	0	-9
DDE Tn6 FP inh	6	46*	-4	-3	0	-7
SIAE primary	2	20*	2	-3	4	-6
TDP2 inh	10	0	7	-13	-1	-12

#25 COc1ccc(N2C(=O)C(Cl)=C(NCc3ccccc3)C2=O)cc1
#26 c1ccc(-c2nccnc2-c2ccccc2)cc1
#27 COc1ccc(C(=O)N2CCOC2CNC(=O)C(=O)NCc2ccccc2Cl)cc1 (stereo not given)
#28 CC(NC(=O)COc1cccnc1[N+](=O)[O-])c1ccc(F)cc1 (stereo not given)
#29 COc1ccccc1/C=C/c1onc(C)c1S(=O)(=O)N1CCC(C(=O)NC(C)C)CC1
#30 Cc1nc(N2CCCCC2)sc1C(=O)c1cccc([N+](=O)[O-])c1

assay / compound	25	26	27	28	29	30
MBD2 DNA inh	4	1	-2	6	0	2
TCR-CD3 inh	1	-3	6	6	-4	3
UHRF1 binding	3	6	0	4	3	-1
PRMT1 inh	8	8	0	4	0	0
Tn7 DDE FP	3	-1	-5	6	-7	1
proKLK7 act	0.0	0.2	-0.2	-0.2	0.5	-0.9
LEDGF integ inh	-5	-2	0	-3	-4	0
DDE Tn6 FP inh	0	0	1	6	7	-2
SIAE primary	-2	-6	-1	-2	-3	1
TDP2 inh	-17	-16	12	10	-5	-5

#31 Cc1ccc(S(=O)(=O)N2[C@H](CC(=O)OCc3ccccc3)OC[C@@H]2C(C)C)cc1
#32 CC(=O)Nc1ccc(NC(=O)c2cc(=O)c3cc(C)cc(C)c3o2)cc1
#33 CCCCCc1nnc(NC(=O)Cc2ccc([N+](=O)[O-])cc2)s1
#34 O=c1c(-c2ccc(Cl)cc2)cnc2n1CCS2
#35 Cc1ccc(CCNC(=O)CCn2c(=O)c3cccn3c3ccc(F)cc32)cc1
#36 N#CCCn1cc(C(=O)Nc2ccc([N+](=O)[O-])cc2)c(-c2cccs2)n1

assay / compound	31	32	33	34	35	36
MBD2 DNA inh	4	2	4	2	1	-2
TCR-CD3 inh	-2	2	-1	-2	-2	1
UHRF1 binding	-1	0	-1	-1	2	-2
PRMT1 inh	-3	-4	0	5	3	0
Tn7 DDE FP	-6	-5	-5	-1	0	-3
proKLK7 act	-0.3	0.4	0.0	-0.3	-2.7	0.0
LEDGF integ inh	0	0	4	-3	-5	4
DDE Tn6 FP inh	2	0	-8	-1	-8	-4
SIAE primary	-7	-6	-4	1	-4	-21
TDP2 inh	-4	10	-13	-1	0	-6

From compound 27 up to 36, as listed above:
#27 COc1ccc(C(=O)N2CCOC2CNC(=O)C(=O)NCc2ccccc2Cl)cc1 (stereo not given)
#28 CC(NC(=O)COc1cccnc1[N+](=O)[O-])c1ccc(F)cc1 (stereo not given)
#29 COc1ccccc1/C=C/c1onc(C)c1S(=O)(=O)N1CCC(C(=O)NC(C)C)CC1
#30 Cc1nc(N2CCCCC2)sc1C(=O)c1cccc([N+](=O)[O-])c1
#31 Cc1ccc(S(=O)(=O)N2[C@H](CC(=O)OCc3ccccc3)OC[C@@H]2C(C)C)cc1
#32 CC(=O)Nc1ccc(NC(=O)c2cc(=O)c3cc(C)cc(C)c3o2)cc1
#33 CCCCCc1nnc(NC(=O)Cc2ccc([N+](=O)[O-])cc2)s1
#34 O=c1c(-c2ccc(Cl)cc2)cnc2n1CCS2

assay / compound	27	28	29	30	31	32	33	34
MBD2 DNA inh	-2	6	0	2	4	2	4	2
TCR-CD3 inh	6	6	-4	3	-2	2	-1	-2
UHRF1 binding	0	4	3	-1	-1	0	-1	-1
PRMT1 inh	0	4	0	0	-3	-4	0	5
Tn7 DDE FP	-5	6	-7	1	-6	-5	-5	-1
proKLK7 act	-0.2	-0.2	0.5	-0.9	-0.3	0.4	0.0	-0.3
LEDGF integ inh	0	-3	-4	0	0	0	4	-3
DDE Tn6 FP inh	1	6	7	-2	2	0	-8	-1
SIAE primary	-1	-2	-3	1	-7	-6	-4	1
TDP2 inh	12	10	-5	-5	-4	10	-13	-1

#35 Cc1ccc(CCNC(=O)CCn2c(=O)c3cccn3c3ccc(F)cc32)cc1
#36 N#CCCn1cc(C(=O)Nc2ccc([N+](=O)[O-])cc2)c(-c2cccs2)n1

assay / compound	35	36
MBD2 DNA inh	1	-2
TCR-CD3 inh	-2	1
UHRF1 binding	2	-2
PRMT1 inh	3	0
Tn7 DDE FP	0	-3
proKLK7 act	-2.7	0.0
LEDGF integ inh	-5	4
DDE Tn6 FP inh	-8	-4
SIAE primary	-4	-21
TDP2 inh	0	-6

Some entries already given, limited to Tn7 DDE FP, PRMT1 inh and LEDGF integ inh:
entry | Structure | Tn7 DDE FP | PRMT1 inh | LEDGF integ inh
32 | CC(=O)Nc1ccc(NC(=O)c2cc(=O)c3cc(C)cc(C)c3o2)cc1 | -5 | -4 | 0
33 | CCCCCc1nnc(NC(=O)Cc2ccc([N+](=O)[O-])cc2)s1 | -5 | 0 | 4

(continued)
#37 CSCc1cc(C(=O)NCCN2CCOCC2)c(N)s1
#38 CSc1nc(NCC(C)O)c2c3c(sc2n1)CN(C)CC3 (stereo not given)
#39 CC1(C)S/C(=N/N=C/c2cccs2)NC1=O
#40 O=C(O)c1cccc(N/N=C/c2ccc(-c3ccccc3)cc2)c1
#41 CC(C)Nc1nc(C#N)nc(NC(C)C)n1
#42 NC(=O)c1csc(-c2ccncc2)n1
#43 O=C(NC1CCN(Cc2ccccc2)CC1)c1ccccc1OCc1ccccc1Cl
#44 Cc1ccc(NS(=O)(=O)c2ccc3oc(=O)ccc3c2)cc1Cl

assay / compound	37	38	39	40	41	42	43	44
MBD2 DNA inh	-2	-6	-7	1	4	2	4	-6
TCR-CD3 inh	2	9	5	2	-5	-7	-4	10
UHRF1 binding	8	-1	2	-2	3	0	1	-1
PRMT1 inh	2	-3	0	-1	-2	1	0	0
Tn7 DDE FP	-8	11	0	6	0	5	4	-5
proKLK7 act	0.5	-0.7	-0.2	0.6	-0.1	0.2	-0.4	0.6
LEDGF integ inh	3	-1	0	1	3	0	-4	6
DDE Tn6 FP inh	3	4	-2	-6	3	2	5	-6
SIAE primary	-2	-4	-2	4	-6	-2	-3	-3
TDP2 inh	-9	-6	-1	4	-10	1	2	3
